Screens as filed in PubChem.
Bfl-1 Bim block: inhibitors of Bim-Bfl-1 interaction, human; hit rate 0.12% among 190,000; inhibition, % at 10 µM; Bead-based flow cytometry, Bim-Bfl-1 binding inhibition; Q16548;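 also: 0% = wells without compound plus tracer and 100% = blocker peptide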
Bim-Bcl-2: inhibitors of Bim-Bcl-2 interaction, human. inhibition, % at 10 µM. hit rate 0.06% among 190,000. AID 950. Bead-based flow cytometry, Bim peptide-Bcl-2 binding. P10415; in the data active = inhibition above about 40%;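 also: 0% = no compound wells with probe peptide and 100% = reference peptide inhibitor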
Target sequence (P10415 whole entry, looked up): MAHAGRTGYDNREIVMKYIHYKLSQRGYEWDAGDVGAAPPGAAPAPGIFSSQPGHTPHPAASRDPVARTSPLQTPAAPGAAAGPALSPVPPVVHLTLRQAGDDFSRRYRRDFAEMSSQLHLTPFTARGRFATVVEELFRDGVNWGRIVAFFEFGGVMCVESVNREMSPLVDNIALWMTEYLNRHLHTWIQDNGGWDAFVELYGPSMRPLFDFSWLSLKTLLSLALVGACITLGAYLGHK
Bim-Bcl-B: human Bim-Bcl-B interaction inhibition | bead-based flow cytometry, Bim peptide-Bcl-B binding | inhibition, % at 10 µM | hit rate 0.073% among 190,000;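 also: 0% = tracer peptide without compound and 100% = reference inhibitor peptide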
Target sequence (Q9HD36 whole entry, looked up): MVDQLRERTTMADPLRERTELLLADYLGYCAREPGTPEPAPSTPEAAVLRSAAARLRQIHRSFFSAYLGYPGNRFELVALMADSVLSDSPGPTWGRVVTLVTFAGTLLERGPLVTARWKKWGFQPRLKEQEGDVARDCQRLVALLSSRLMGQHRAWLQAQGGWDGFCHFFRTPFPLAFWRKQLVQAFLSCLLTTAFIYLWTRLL
HRas wt GTP bind: modulators of GTP binding to human HRas wildtype; P01112; GST-Ras wt beads, Bodipy-FL-GTP binding, flow cytometry; actives lie on both sides; GTP binding activity, % at 10 µM; hit rate 0.14% among 190,000; AID 759;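 active = GTP binding activity at least 20% away from the 100% baseline, either lowered as inhibitor or raised as activator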;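 also: 0% = unlabeled GTP competition control and 100% = no-compound control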
Rab2 wt GTP: changes GTP binding to wildtype dog Rab2A, up or down | P61105 | GST-Rab2 wt beads, Bodipy-GTP binding, flow cytometry | GTP binding activity, % at 10 µM | hit rate 0.19% among 190,000 | AID 760;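 active = GTP binding activity at least 20 points away from 100%, either lowered or raised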;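 also: 0% = beads with excess unlabeled GTP and 100% = no-compound control corrected for plate trend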
Bim-Bcl-W: inhibitors of Bim-Bcl-W interaction, human; Q92843; bead-based flow cytometry, Bim peptide-Bcl-W binding; inhibition, % at 10 µM; hit rate 0.02% among 190,000; AID 952;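 also: 0% = bound tracer without compound and 100% = peptide blocker; higher means less fluorescent Bim peptide bound to Bcl-W beads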
Rac1 mut GTP: human Rac1 activated mutant GTP binding change | hit rate 0.11% among 190,000 | GST-Rac1 activated beads, fluorescent GTP binding, flow cytometry; actives lie on both sides; 100% means binding = to untreated wells | AID 764 | P63000 | percent activity (GTP binding), % at 10 µM;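 active = GTP binding at least 20 percentage points away from the 100% baseline, in either direction, so actives lie on both sides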
Bim-Bcl-XL: human Bim-Bcl-XL interaction inhibition; Q07817; Bim peptide-Bcl-XL binding, bead flow cytometry, fluorescence; inhibition, % at 10 µM; hit rate 0.04% among 190,000; AID 1007
Target sequence (Q07817 whole entry, looked up): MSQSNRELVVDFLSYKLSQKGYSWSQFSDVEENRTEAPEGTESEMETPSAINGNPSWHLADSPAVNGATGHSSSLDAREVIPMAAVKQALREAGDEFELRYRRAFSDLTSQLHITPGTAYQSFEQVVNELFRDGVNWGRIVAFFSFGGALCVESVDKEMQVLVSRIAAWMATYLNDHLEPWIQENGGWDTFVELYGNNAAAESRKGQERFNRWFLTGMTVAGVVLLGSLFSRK
Rac1 wt modul: alters GTP binding to wildtype human Rac1; AID 757; GST-Rac1 beads, fluorescent GTP binding, flow cytometry; actives lie on both sides; 0 = cold GTP competed, 100 = untreated; GTP binding activity (% of control), % at 10 µM; hit rate 0.27% among 190,000; P63000;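 active = GTP binding activity at least 20 points away from the 100% control level, either lower or higher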
Cdc42 wt: human Cdc42 wildtype GTP binding change, either direction. hit rate 0.2% among 190,000. P60953. percent activity (GTP binding), % at 10 µM. AID 761. GST-Cdc42 beads, Bodipy-GTP binding, flow cytometry; actives lie on both sides;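 active = percent activity GTP binding at least 20 points away from the 100% baseline, either down as inhibitor or up as activator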;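 also: median bead fluorescence of bound Bodipy-FL-GTP at 100 nM; 0% = excess unlabeled GTP control and 100% = no compound control; below 100% means less GTP binding so inhibitor and above means activator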
Target sequence (P60953 whole entry, looked up): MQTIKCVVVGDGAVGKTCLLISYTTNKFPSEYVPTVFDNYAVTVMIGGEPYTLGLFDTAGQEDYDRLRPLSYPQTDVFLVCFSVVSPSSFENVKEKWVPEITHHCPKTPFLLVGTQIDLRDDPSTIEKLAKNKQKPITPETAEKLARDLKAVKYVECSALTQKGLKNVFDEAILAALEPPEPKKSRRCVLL
Rab7 wt modul: dog Rab7 wildtype GTP binding, inhibitors and activators | GST-Rab7 beads, fluorescent GTP binding, flow cytometry; actives lie on both sides; untreated = 100%, excess cold GTP = 0% | hit rate 0.055% among 190,000 | AID 758 | GTP binding activity (percent of control), % at 10 µM;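 active = fluorescent GTP binding to Rab7 beads changed by at least 20 points from the 100% baseline, either direction, mostly lower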;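 also: median green fluorescence of bound Bodipy-FL-GTP per Rab7 bead population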
Starred values were filed as active, the others as inactive. Rule as the data show it, unless noted: active = inhibition above about 40%.

SMILES	Bfl-1 Bim block	Bim-Bcl-2	Bim-Bcl-B	HRas wt GTP bind	Rab2 wt GTP	Bim-Bcl-W	Rac1 mut GTP	Bim-Bcl-XL	Rac1 wt modul	Cdc42 wt	Rab7 wt modul
Cc1ccc(-n2nnnc2SCC(=O)c2cc(C)n(CC3CCCO3)c2C)cc1 (stereo not given)	3	15	-3	99	99	-5	98	-6	98	98	96
O=C(NCc1ccco1)c1nc2c(nnn2Cc2ccccc2Cl)c(=O)[nH]1	9	2	8	96	95	0	95	2	99	96	93
Cc1cnc([N+](=O)[O-])n1CCOC(=O)NC(=O)c1ccccc1	-1	-2	-4	99	102	1	100	-3	100	101	104
CCOC(=O)CCC(=O)N1CCOCCOCCOCC1	-1	0	-1	102	100	-1	101	-3	103	103	100
CCCC(=O)N(CCN(Cc1ccccc1)C(=O)CCC)Cc1ccccc1	-2	0	1	102	102	1	100	0	100	105	103
Cc1ccsc1/C=C(\C#N)C(=O)NCc1cccnc1	-3	-6	-7	97	99	-5	100	-10	101	100	95
CCn1c(=O)cc(SCC(=O)NCc2ccc3c(c2)OCO3)c2ccccc21	2	0	5	90	86	0	94	-2	90	88	92
Cc1ccc(S(=O)(=O)N2CCN(C(=O)c3cc4c(C)nn(-c5ccccc5C)c4s3)CC2)cc1	0	0	-2	97	96	0	97	0	98	98	95
N#Cc1ccc(-c2ccc(OCC(O)CN3CCOCC3)cc2)cc1 (stereo not given)	-3	0	-4	101	104	1	97	-1	103	103	103
O=C1CN(C(=O)CN2CCOCC2)C(c2ccccc2)c2cc(Br)ccc2N1 (stereo not given)	-10	-6	-3	99	100	0	98	-5	105	102	99
COc1ccc(N(C(=O)C2CCCCC2)S(=O)(=O)c2cccc3cccnc23)cc1	-5	-1	-3	98	99	-1	93	1	98	96	101
CCOC(=O)C1C(=O)OC(C)(C)C1C(C)C(=O)c1ccc(C)cc1 (stereo not given)	-14	-2	-5	101	99	1	101	-2	105	103	97
Cc1ccc(C(=O)N(c2ccccn2)C(C)c2ccco2)cc1C (stereo not given)	-8	-7	-3	99	98	0	98	-2	101	99	102
O=C(C1=C[C@H](C2CCCCC2)C[C@H](OCCCCO)O1)N1CCN(Cc2ccccc2)CC1	-2	1	0	96	95	1	95	0	97	99	94
Cc1ccc(CNC(=O)C(C)OC(=O)c2cccs2)cc1 (stereo not given)	-20	-7	-6	102	103	0	103	-8	107	106	99
Cc1ccc(NC2=Nc3ccccc3N3C2=Nc2c(c(C)nn2-c2ccccc2)C3c2ccc(O)c(O)c2)cc1 (stereo not given)	4	7	-4	96	95	5	95	3	93	99	97
Cc1cc(/C=C(/C#N)c2nc3ccccc3[nH]2)c(C)n1-c1ccccc1C(=O)O	-4	-4	1	88	88	0	89	2	87	86	95
O=C1/C(=C/c2cccc(F)c2)CSc2sccc21	-4	1	0	102	101	-1	100	0	99	102	93
CC(C)n1c(N2CCN(CC(=O)Nc3ccc4c(c3)OCCO4)CC2)nc2ccccc21	-4	-4	0	101	101	-2	97	-2	98	103	100
Clc1ccc2[nH]cc(-c3nnnn3-c3ccc4ccccc4c3)c2c1	-3	-8	-7	101	101	-7	100	-25	102	101	98
O=C(c1cccc(S(=O)(=O)Nc2cccc(C(F)(F)F)c2)c1)N1CCCCC1	0	-5	-2	98	97	-4	98	-7	105	100	99
Cc1ccc(NC(=O)/C(=C\c2cccs2)NC(=O)c2ccccc2)cc1	21	17	13	102	103	5	100	8	103	101	100
COc1nc(OC)nc(N2CCC(NC(=O)C(Cc3ccc(C(C)C)cc3)NC(C)=O)CC2)n1 (stereo not given)	0	-4	-1	100	100	0	96	0	99	100	103
O=C(NCc1ccco1)c1nn2c(C(F)(F)F)cc(-c3cccs3)nc2c1Br	2	0	1	95	94	7	97	1	101	96	96
CCc1cc2c(=O)[nH]c(Cc3ccccc3)nc2s1	-6	-3	-6	103	98	4	101	-3	107	104	99
CCOC(=O)N1CCN(C(=O)C(C)N(c2ccc(Oc3ccccc3)cc2)S(C)(=O)=O)CC1 (stereo not given)	-10	-7	-5	103	103	1	101	-3	109	105	101
[O-][N+]1=c2ccc(Nc3ccccc3)cc2=NC12CCCCC2	-3	1	-1	97	100	1	98	-3	99	98	99
Cc1cc(/C=N/n2cnnc2)c(C)n1-c1ccc(OCc2ccc(Cl)cc2)cc1	-2	-1	-2	102	101	-2	98	-1	100	101	100
COc1ccc(-c2cc(C(F)(F)F)n3nc(C(=O)N4CCCCC4)cc3n2)cc1	-7	-6	-6	104	100	1	102	0	109	106	101
COc1ccc(NC2=CC(=O)CC(c3ccccc3)C2)cc1 (stereo not given)	-1	0	1	100	97	2	96	-1	100	98	98
CCC(=O)OCCCCCCOc1ccc(C(=O)O)cc1	-1	3	1	99	93	2	94	-7	96	97	95
CC(C)Oc1ccc2c3c(c(=O)oc2c1)CCC3	-2	-2	0	100	96	-3	97	-2	101	102	98
O=C(CN1C(=O)c2cccc3cccc(c23)C1=O)N1CCCCCC1	-2	2	-2	100	100	0	97	-2	104	100	103
Cc1cccc(NC(=O)CSc2nncn2-c2ccccn2)c1	-1	2	-2	101	105	1	95	0	101	96	101
CC(=O)/C(=C\Nc1ccc(OCc2ccccc2)cc1)c1ccccc1	-14	-11	-9	97	95	0	95	0	92	97	96
COc1ccc(OC)c(NC(=O)C2C3CCC(C3=C(C)C)C2C(=O)O)c1 (stereo not given)	0	-4	-2	96	95	-2	95	-3	94	95	89
COC(=O)N/N=C/c1cc(Cl)cc(Cl)c1OCc1ccc(F)cc1	10	6	2	99	99	1	99	1	104	98	99
CC(=O)Nc1ccc(NC(=S)NC(=O)c2oc3ccccc3c2C)cc1	-4	-2	-9	100	99	-6	100	-7	105	103	101
CCCC(=O)Nc1sc2c(c1C#N)CCCCC2	1	-10	0	98	97	1	94	-1	96	98	97
O=C(CSc1nnc(-c2ccc3c(c2)OCCO3)o1)N1CCCC1	-13	-8	-2	97	97	1	96	-2	101	97	96
Fc1ccc(CNC(=S)Nc2ccc(OC(F)F)cc2)cc1	-17	-10	-8	100	100	-4	100	-5	104	98	101
CCOCCOC(=O)C(C)Oc1ccc(Oc2ncc(Cl)cc2Cl)cc1 (stereo not given)	-8	-8	-6	101	99	-8	98	-7	102	103	101
CNc1ccc(/C=C/C(=O)c2ccc3c(c2)OCCO3)cc1[N+](=O)[O-]	1	-3	-8	94	91	-6	91	-7	93	94	95
N#Cc1c(-c2ccccc2)cc(-c2ccccc2)nc1SCc1nnc(-c2ccccc2)o1	-15	-8	-7	103	102	0	100	-9	108	104	104
Cc1cnc(NC(=O)CSc2nnc(Cc3ccccc3)o2)s1	-10	-9	-6	102	101	0	98	2	106	105	101

A different layout for some results above.
> CNc1ccc(/C=C/C(=O)c2ccc3c(c2)OCCO3)cc1[N+](=O)[O-]
  Bfl-1 Bim block: 1; Bim-Bcl-2: -3; Bim-Bcl-B: -8; HRas wt GTP bind: 94; Rab2 wt GTP: 91; Bim-Bcl-W: -6; Rac1 mut GTP: 91; Bim-Bcl-XL: -7; Rac1 wt modul: 93; Cdc42 wt: 94; Rab7 wt modul: 95

> CC(=O)Nc1ccc(NC(=S)NC(=O)c2oc3ccccc3c2C)cc1
  Bfl-1 Bim block: -4; Bim-Bcl-2: -2; Bim-Bcl-B: -9; HRas wt GTP bind: 100; Rab2 wt GTP: 99; Bim-Bcl-W: -6; Rac1 mut GTP: 100; Bim-Bcl-XL: -7; Rac1 wt modul: 105; Cdc42 wt: 103; Rab7 wt modul: 101

Later entries
SMILES	Bfl-1 Bim block	Bim-Bcl-2	Bim-Bcl-B	HRas wt GTP bind	Rab2 wt GTP	Bim-Bcl-W	Rac1 mut GTP	Bim-Bcl-XL	Rac1 wt modul	Cdc42 wt	Rab7 wt modul
COc1ccc(C2CC(=O)N(CC(=O)NCC3CCCO3)c3ccccc3S2)cc1 (stereo not given)	-3	1	-2	100	99	-1	98	-1	102	101	105
CCCNC(=O)COC(=O)c1cccnc1Nc1ccccc1F	-1	-3	-8	102	104	-5	100	-7	106	104	103
CSc1cccc(NC(=O)c2ccco2)c1	0	0	0	101	100	2	96	2	99	101	100
O=C(CCC1CCCCC1)N1CCN(Cc2ccc3c(c2)OCO3)CC1	0	0	-3	100	99	2	98	-4	100	99	96
C=C(Br)Cn1c(CC)nc2ccccc21	-15	-5	-11	98	103	1	97	-6	105	102	103
O=C(NCc1ccco1)c1cc2nc(-c3ccc4c(c3)OCO4)cc(C(F)(F)F)n2n1	-2	-6	-5	93	95	6	95	-1	82	92	97
CCc1c(C)sc(NC(=S)Nc2nc(C)cc(C)n2)c1C(=O)OC	-3	-1	-1	94	96	-1	95	1	99	97	96
CCc1ccc(C2C3=C(CC(C)(C)CC3=O)OC3=C2C(=O)CC(C)(C)C3)cc1	0	0	-4	100	96	-3	98	-3	99	96	99
CSc1nc(-c2ccc(Cl)cc2)nn1S(=O)(=O)c1ccccc1	1	-8	-3	100	98	2	94	-3	98	99	101
CCn1c(=S)[nH]c2ccccc21	-1	-10	-18	105	105	0	101	-2	107	105	104
COCCNC(=O)c1ccc(NS(C)(=O)=O)cc1	-16	-17	-5	99	101	-2	101	-7	105	104	102
CC(CN1CCCCC1)OC(=O)c1ccc(Cl)cc1 (stereo not given)	-8	-2	-3	99	97	0	97	-4	98	100	97
CCc1nc(C)cn1S(=O)(=O)c1ccc([N+](=O)[O-])cc1	-14	-10	-4	98	99	-3	95	-7	99	95	103
Cc1ccc(N2C(=O)c3ccc(C(=O)N4CCN(c5ccccc5F)CC4)cc3C2=O)cc1	-10	-11	-8	99	99	-1	97	-5	101	99	97
COc1ccc(C(=O)CN2C(=O)COc3ccccc32)cc1	-6	-2	-2	97	97	-3	96	-4	100	98	96
CCc1ccc(NC(=O)NCCN2CCc3ccccc3C2)cc1	-8	-12	-14	102	102	2	100	-8	104	102	99
O=Cc1c(N2CCOCC2)nc2ccccn2c1=O	-3	-2	-3	103	105	-3	96	-2	102	106	105
N#C/C(=N\Nc1cccc2ccccc12)c1nnc2n1CCCCC2	-2	-7	-8	99	99	-6	98	-9	102	99	100
Cc1ccc[n+](/C(C(=S)NCc2ccco2)=C(/[O-])c2ccccc2Cl)c1	-18	-11	-10	100	100	-2	101	-5	106	101	99
COc1cc(-c2cc(OC)c3c(C)oc(C)c3c(=O)c2)ccc1O	-8	-3	-7	98	101	3	95	-1	99	99	100
Cc1ccc(C)c(NC(=O)C(=O)NCCc2c[nH]c3ccccc23)c1	-3	-3	0	98	100	1	97	1	97	97	104
COc1ccc(NCc2nnc(SCC(=O)Nc3cc(C)cc(C)c3)o2)cc1	-10	-9	-3	101	100	1	98	-5	103	102	99
O=C(CCCC(=O)N(CC(=O)NC1CCCC1)C1CCCC1)Nc1ccccn1	-1	0	3	100	99	-1	99	0	102	102	96
CC(=O)NC(CSC(CC(=O)c1ccco1)c1ccc(C)cc1)C(=O)O (stereo not given)	-5	-5	-1	95	94	-1	95	-2	96	95	91
